# Nrf2 ARE act – activators of Nrf2 (ARE) signaling. AREc32 ARE-luciferase reporter (MCF7-derived line), luminescence, 24 h. Potency, µM (doses to about 46.1 µM), inactives show at the top dose activation, actives largely listed as activators. actives 0.31% (n = 410,000). AID 624171; note: % of control where 0% means no effect; nearly all actives have a fitted effect of over 65% in size
#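 Nrf2 activation is followed as ARE-luciferase induction in the AREc32 line after one day of compound treatment; luminescence is read with Steady-Glo.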
# Nrf2 block – Nrf2 pathway inhibition; A549 ARE-Fluc reporter, luciferase luminescence, 18-24 h; Potency, µM (series often up to 46 µM), for the others: top-dose activity change, negative = inhibition, actives largely listed as inhibitors; actives 2.1% (n = 360,000); AID 504444; note: % is set by controls: 0 for no effect and ±100 for the full control effect; nearly all actives have a fitted effect of over 60% in size
#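 Nrf2 activity is the BugLite luminescence, read 15 min after reagent at room temperature, following CellTiter-Fluor cytotoxicity readout (30 min, 37C). Compound titrations were applied for 18-24 h to 5000 A549 ARE_Fluc cells/well in 5% FBS OPTI-MEM.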
# ATXN2 expr inh – ATXN2 expression inhibition. HEK-293 ATXN2-luciferase reporter, luminescence, 24 h. Potency, µM (highest dose often 57 µM), inactives show top-dose activity change, negative = inhibition, most hits filed as inhibitors. actives 0.72% (n = 360,000). AID 1745845; note: % is set by controls: 0 for no effect and ±100 for the full control effect; nearly all actives have a fitted effect of over 55% in size
#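 qHTS (up to 57 uM final) was run with 24 h compound exposure of reporter cells at 37 °C. Each well was multiplexed: SteadyGlo luminescence measured ATXN2-luciferase expression after a fluorogenic Gly-Phe-AFC viability readout (25 uM final).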
# MCF10A rerep – DNA re-replication induction in MCF 10a cells; MCF 10A DNA re-replication, Hoechst nuclear intensity, 48 h; Potency, µM (highest dose often 46.1 µM), without a hit: at the top dose activity, positive = re-replication, most hits filed as activators; actives 2.9% (n = 350,000); note: % of control where 0% means no effect; nearly all actives have a fitted effect of over 50% in size
# HepG2 viability – HepG2 cytotoxicity, counter-screen for TGF-b inhibitors | HepG2 CAGA-GFP viability, ATP luminescence, 18 h | AID 588856 | actives 0.76% (n = 410,000) | Potency, µM (titrated, usually from 46.1 µM), for the others: top-dose activity change, negative = cytotoxicity, most hits filed as cytotoxic; note: some results filed as inactive show a strong effect at the top dose
#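 CellTiter-Glo luminescence gave cytotoxicity after 18 hours at 37 degrees C. The cells were HepG2 CAGA-GFP in 1% FBS DMEM, stimulated with 500 pg/mL TGF-beta after compound addition. %Activity was normalised to no-cell wells (complete cell-killing) and DMSO (no toxicity), and curves were fitted and classified.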
# EPAC2 antag – antagonists of human EPAC2; actives 0.18% (n = 360,000); Potency, µM (highest dose often 114 µM), for inactives: at the highest dose activity, negative = inhibition, most hits filed as inhibitors; EPAC2 GEF exchange of Rap1B-BODIPY-GDP, fluorescence; note: % is set by controls: 0 for no effect and ±100 for the full control effect; nearly all actives have a fitted effect of over 45% in size; many of its hits are not listed in these tables
# Target sequence (Q8WZA2 whole entry, looked up): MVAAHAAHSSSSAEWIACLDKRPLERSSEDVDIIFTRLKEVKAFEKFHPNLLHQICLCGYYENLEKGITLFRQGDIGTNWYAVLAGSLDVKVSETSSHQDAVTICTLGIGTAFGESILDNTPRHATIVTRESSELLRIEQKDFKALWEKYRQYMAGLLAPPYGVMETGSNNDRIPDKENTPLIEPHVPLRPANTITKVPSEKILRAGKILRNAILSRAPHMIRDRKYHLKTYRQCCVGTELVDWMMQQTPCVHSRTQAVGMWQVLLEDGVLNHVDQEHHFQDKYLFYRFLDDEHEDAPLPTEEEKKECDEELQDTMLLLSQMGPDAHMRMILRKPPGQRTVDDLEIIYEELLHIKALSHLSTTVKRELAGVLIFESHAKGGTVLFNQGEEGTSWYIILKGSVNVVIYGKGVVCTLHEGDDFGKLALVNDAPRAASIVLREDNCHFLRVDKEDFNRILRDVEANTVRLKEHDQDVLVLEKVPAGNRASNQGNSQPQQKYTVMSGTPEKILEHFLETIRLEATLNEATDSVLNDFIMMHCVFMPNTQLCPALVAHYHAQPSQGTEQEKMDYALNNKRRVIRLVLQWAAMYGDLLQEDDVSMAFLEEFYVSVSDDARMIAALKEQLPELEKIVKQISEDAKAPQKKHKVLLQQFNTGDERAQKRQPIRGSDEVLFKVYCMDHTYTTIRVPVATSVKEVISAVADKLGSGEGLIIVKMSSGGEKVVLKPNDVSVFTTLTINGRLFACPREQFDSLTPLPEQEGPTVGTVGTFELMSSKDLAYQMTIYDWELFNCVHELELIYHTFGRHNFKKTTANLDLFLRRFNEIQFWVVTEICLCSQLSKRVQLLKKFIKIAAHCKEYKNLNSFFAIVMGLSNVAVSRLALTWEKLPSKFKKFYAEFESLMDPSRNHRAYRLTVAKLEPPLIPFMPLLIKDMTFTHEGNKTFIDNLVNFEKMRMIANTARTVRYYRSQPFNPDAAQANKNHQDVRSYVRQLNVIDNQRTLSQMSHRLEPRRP
# A549 tox – A549 cytotoxicity, counter-screen for Nrf2 inhibitors. A549 ARE-Fluc cells, CellTiter-Fluor viability, 18-24 h. Potency, µM (doses to about 46 µM), for inactives: at the top dose activity change, negative = cytotoxicity, most hits filed as inhibitors. actives 0.16% (n = 390,000). AID 504648; note: % is set by controls: 0 for no effect and ±100 for the full control effect
#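 Cytotoxicity counterscreen: CellTiter-Fluor fluorescence was measured in A549 ARE_Fluc cells after 18-24 h of compound exposure in a concentration series. The subsequent BugLite luminescent read reports ARE-luciferase activity.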
# ATXN viability – cell viability loss in ATXN counter-screen; Potency, µM (highest dose often 56.7 µM), hits mostly cytotoxic; S2 cells (HEK-293 line with an ATXN2-luciferase reporter) viability, CellTiter-Fluor protease fluorescence, 24 h; AID 651635; actives 0.49% (n = 400,000); note: nearly all actives have a fitted effect of over 40% in size
# TGFb inhibitor – inhibitors of TGF-b signaling. HepG2 CAGA-GFP TGF-b/SMAD3 reporter, GFP fluorescence, 18 h; TGF-beta stimulated, 500 pg/mL final. Potency, µM (series often up to 46.1 µM), for the others: at the highest dose activity, negative = inhibition, most hits filed as inhibitors. actives 1.2% (n = 410,000). AID 588855; note: % is set by controls: 0 for no effect and ±100 for the full control effect; nearly all actives have a fitted effect of over 65% in size
#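 First, reporter cells (HEPG2 CAGA-GFP) rested 2 h at 37 degrees C. Next, compounds were pinned in and TGF-beta added to 500 pg/mL final. After 18 h, GFP was imaged per cell and summed per well.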
# Numbers without * were called inactive; i = inactive; ? = inconclusive; . = no result given; & = joins results of further samples; [ ] = dose if it differs, or a comment. Calls come from the whole dose curve; as a rule, active = well fitted curve in the direction sought with a large enough effect; inconclusive = small, poorly fitted or top-dose-only effect, or another doubt; inactive = no such curve, though single readings can be large; an effect the other way counts as inactive or inconclusive. Potency is the fitted concentration of half-maximal effect.
cpd	structure	Nrf2 ARE act	Nrf2 block	ATXN2 expr inh	MCF10A rerep	HepG2 viability
1	N#Cc1c(-c2ccccc2)cc(-c2ccc3c(c2)OCO3)[nH]c1=O	-0.2%	3%	-9%	?	4%
2	CCCCN(C(=O)c1ccc(N(C)S(=O)(=O)c2ccc(C)cc2)cc1)c1c(N)n(CC(C)C)c(=O)[nH]c1=O	-0.3%	6%	-8%	-1%	-5%
3	Cc1ccc(CCNC(=O)c2ccc(CNS(=O)(=O)c3ccc(F)cc3)cc2)cc1	-0.7%	.	.	.	-1%
4	CCC1(CC)C(=O)C2=C3C1[C@H](C(=O)OC)C=C(C(=O)OC)C[C@H]3n1c(=O)n(C)c(=O)n1[C@H]2C (some centres undefined)	0.9%	-3%&-8%	-3%	-9%	0%&-7%
5	CCCCOc1ccc(N2C(=O)CC(NCc3ccncc3)C2=O)cc1 (centres undefined)	0.1%	-1%	4%	-2%	0%
6	COCC(C)NC(=O)c1cc(-c2cccc(OC)c2)on1 (centres undefined)	0.4%	?	37%	3%	3%
7	O=C(CSc1nc(C2CCCCC2)nc2ccccc12)NCc1ccco1	11%	-3%	-3%	26%	-18%
8	O=C(CCCc1nc2ccccc2s1)N1CCN(S(=O)(=O)c2cccs2)CC1	2.5%	?	-1%	?	1%
9	CCOc1ccc(CCNC(=O)c2cc3cc4ccc(OC)cc4nc3s2)cc1OCC	0.0%	-26%	5%	.	-8%
10	COc1ccc(-c2c(C3C4C=CCCC4(C)C(=O)N3Cc3ccccc3)ccc3ccccc23)cc1OC (centres undefined)	.	?	.	.	-7%

cpd	EPAC2 antag	A549 tox	ATXN viability	TGFb inhibitor
1	7%	-3%	i	-1%
2	43%[activator]	0%	i	7%
3	.	0%	.	?
4	8%	0%&1%	i	-9%&-6%
5	5%	0%	i	8%
6	1%	14%	?	-5%
7	0%	-11%	i	-3%
8	-2%	-6%	i	-25%
9	.	-8%	i	-19%
10	.	-16%	.	-7%

# Continued:
cpd	structure	Nrf2 ARE act	Nrf2 block	ATXN2 expr inh	MCF10A rerep	HepG2 viability
11	CCOC(=O)c1ccc(NC(=O)CSc2n[nH]c(-c3ccncc3)n2)cc1	2.0%	18%	9%	-2%	10%
12	CCN(CC)S(=O)(=O)c1ccc(-c2nnc(SCC(=O)Nc3cc(OC)cc(OC)c3)o2)cc1	0.1%	6%	-13%	-1%	-6%
13	O=C(CCNS(=O)(=O)c1cccc2nonc12)Nc1ccc(Cl)cc1	0.1%	2%	3%	3%	-2%
14	CCOC(=O)c1c(-c2ccc(OC)cc2)csc1/N=C/C1=C(O)CCCC1=O	9.0%	-13%	-4%	?	-94%
15	COc1ccc(C2=NCCn3cccc32)c(OC)c1	0.3%	15%	-3%	2%	-63%
16	CSc1ccccc1C(=O)C1CCCN(C(=O)CCc2cccnc2)C1 (centres undefined)	-1.0%	8%	-1%	4%	-17%
17	COc1ccc(NC(=O)C2C(=O)NC3(C)CC2c2ccccc2O3)cc1 (centres undefined)	9.5%	0%	-4%	6%	-8%
18	O=C(c1ccc(Cl)c(Cl)c1)N1CCC(=O)N(C(COCc2cccc(C(F)(F)F)c2)Cc2ccccc2)CC1 (centres undefined)	-3.5%	21µM*	?	?	-27%
19	CC(C)C(=O)NC(=S)Nc1ccccc1C(=O)Nc1ccccc1	-1.2%	4%	-14%	-3%	3%
20	COC(=O)c1ccccc1NC(=O)CSc1nncn1C	0.4%	14%	-2%	13%	4%

cpd	EPAC2 antag	A549 tox	ATXN viability	TGFb inhibitor
11	-3%	13%	i	-1%
12	-3%	0%	i	3%
13	-11%	2%	i	?
14	22%	2%	i	56%[activator]
15	11%	-11%	i	?
16	12%	0%	i	-5%
17	2%	4%	i	-2%
18	-11%	?	?	?
19	3%	1%	i	-17%
20	14%	-3%	i	2%

# Part of the list above in order of number of heavy atoms, smallest number first:
cpd	structure	Nrf2 ARE act	Nrf2 block	ATXN2 expr inh	MCF10A rerep	HepG2 viability
8	O=C(CCCc1nc2ccccc2s1)N1CCN(S(=O)(=O)c2cccs2)CC1	2.5%	?	-1%	?	1%
9	CCOc1ccc(CCNC(=O)c2cc3cc4ccc(OC)cc4nc3s2)cc1OCC	0.0%	-26%	5%	.	-8%
10	COc1ccc(-c2c(C3C4C=CCCC4(C)C(=O)N3Cc3ccccc3)ccc3ccccc23)cc1OC (centres undefined)	.	?	.	.	-7%

cpd	EPAC2 antag	A549 tox	ATXN viability	TGFb inhibitor
8	-2%	-6%	i	-25%
9	.	-8%	i	-19%
10	.	-16%	.	-7%

# More compounds follow.
cpd	structure	Nrf2 ARE act	Nrf2 block	ATXN2 expr inh	MCF10A rerep	HepG2 viability
21	Cc1ccc(NS(=O)(=O)c2ccc(C3CCCCC3)cc2)cc1	-0.4%	?	-30%	23µM*	10µM*
22	CCOc1ccc(OCC)c(NC(=O)c2ccc(-c3ccccc3)s2)c1	9.5%	?	.	.	1%
23	O=C(NCc1ccc(F)cc1)C1CC(=O)N(C2CCCCC2)C1 (centres undefined)	0.3%	5%	5%	0%	5%
24	COc1ccc(CCNC(=O)CCCCCn2c(SCC(N)=O)nc3cc4c(cc3c2=O)OCO4)cc1OC	0.0%&0.3%	-3%	-13%	1%	4%&-1%
25	O=C1NC2(CCCCCCC2)C(=O)N1Cc1ccc(F)cc1	0.2%	-8%	-14%	14%	-27%
26	CCCS(=O)(=O)n1nc(-c2ccc(OC)cc2OC)cc1N	2.7%	1%	9%	9%	4%
27	CCN(CC)S(=O)(=O)c1cc(C(=O)Oc2ccccc2OC)ccc1OC	0.1%	12%	-6%	-1%	0%
28	CCc1nnc(NC(=O)c2ccc(Cl)nc2)s1	2.1%	7%	7%	-1%	0%
29	CCOc1cc2[nH]c(=S)n(CCC(=O)NCc3ccco3)c(=O)c2cc1OCC	0.2%	3%	-6%	0%	-2%
30	NC(=O)c1ccccc1NC(=O)COc1ccc2c(c1)OCO2	2.2%	17%	32%	?	2%

cpd	EPAC2 antag	A549 tox	ATXN viability	TGFb inhibitor
21	-12%	-3%	?	13µM*
22	.	2%	.	.
23	6%	9%	i	2%
24	-3%	-7%&-5%	i	?
25	-7%	0%	i	-15%
26	5%	2%	i	6%
27	-3%	-5%	?	28%
28	5%	1%	i	4%
29	14%	1%	i	33%[activator]
30	-7%	11%	i	11%

# Profiles, looked up by structure. Screens in order: Nrf2 ARE act | Nrf2 block | ATXN2 expr inh | MCF10A rerep | HepG2 viability | EPAC2 antag | A549 tox | ATXN viability | TGFb inhibitor
# `NC(=O)c1ccccc1NC(=O)COc1ccc2c(c1)OCO2` across the screens: 2.2% | 17% | 32% | ? | 2% | -7% | 11% | i | 11%
# `CCOc1ccc(OCC)c(NC(=O)c2ccc(-c3ccccc3)s2)c1` across the screens: 9.5% | ? | . | . | 1% | . | 2% | . | .

# Additional compounds follow.
cpd	structure	Nrf2 ARE act	Nrf2 block	ATXN2 expr inh	MCF10A rerep	HepG2 viability
31	O=C(COC(=O)c1ccc(O)cc1O)Nc1cc(-c2ccccc2)nn1-c1ccccc1	0.0%	-18%	0%	?	-22%
32	C/C(N)=C(/C#N)C(=O)CSc1nnc(Nc2c(C)cccc2C)s1	-0.1%&0.3%	?	-5%&-2%	-9%&12%	2%&-15%
33	Cc1cc(Br)c(NC(=O)c2c(-c3c(Cl)cccc3Cl)noc2C)c(Br)c1	0.3%	-9%	.	8%	7%
34	Cc1cc(N/N=C/c2ccccc2O)nc(-c2ccccc2O)n1	13%	-10%	1%	20%	-12%
35	O=C(CCNC(=O)c1ccccc1)Nc1ccc(Cl)c(S(=O)(=O)N2CCCCC2)c1	-0.2%	?	-17%	10%	-18%
36	CC(C)C(=O)NC(=S)Nc1ccccc1N1CCN(C(=O)c2ccccc2)CC1	0.3%	-10%	-4%	1%	-8%
37	O=C(NC1=NCCS1)c1ccc(Cl)c(S(=O)(=O)N2CCc3ccccc32)c1	-0.8%	?	.	?	0%
38	CN(C)c1ccc(NC(=O)C(=O)C2C(=O)Nc3ccccc32)cc1 (centres undefined)	0.2%	-7%	.	-3%	-12%
39	C[C@@H]1CN([C@H](C)CO)C(=O)CCCn2nncc2CO[C@@H]1CN(C)C(=O)c1cc(-c2ccccc2)on1	0.4%	.	-5%	.	-55%
40	CSc1ccc(Cl)c(C(=O)OCC(=O)N2CC(C)OC(C)C2)c1 (centres undefined)	-0.2%	-4%	-3%	-1%	0%

cpd	EPAC2 antag	A549 tox	ATXN viability	TGFb inhibitor
31	-7%	-11%	i	-9%
32	-1%&9%	-17%&-15%	i	2%&-13%
33	-6%	1%	?	0%
34	4%	0%	i	5%
35	-7%	-5%	i	-24%
36	1%	-1%	i	9%
37	-12%	1%	?	?
38	55%[activator]	-11%	i	5%
39	14%	.	i	-9%
40	2%	-6%	i	-4%

# (list continues)
cpd	structure	Nrf2 ARE act	Nrf2 block	ATXN2 expr inh	MCF10A rerep	HepG2 viability
41	NC(=O)CCc1nc2cc(C(F)(F)F)ccc2n(Cc2ccccc2)c1=O	0.3%	-22%	-12%	9%	-8%
42	COCc1ccc(C(=O)NCC2(N3CCCCC3)CCCCC2)cc1	-0.7%	1%	-17%	14%	-21%
43	O=C(O)Cc1c(C(=O)O)[nH]c2ccc(C(=O)O)cc12	-0.2%	9%	5%	-11%	2%
44	COc1ccc(C(=O)Nc2ccccn2)cc1	-0.8%	-3%	2%	-8%	7%
45	CCn1c(C)nc2cc(-c3nc4n(n3)Cc3ccccc3-4)ccc21	-4.5%	2.3µM*	0.4µM*	17%	1.3µM*

cpd	EPAC2 antag	A549 tox	ATXN viability	TGFb inhibitor
41	-14%	-2%	i	6%
42	10%	15%	i	-15%
43	2%	1%	i	-2%
44	-2%	-5%	i	-3%
45	0%	-7%	i	-11%

# Looked up above.
# O=C(O)Cc1c(C(=O)O)[nH]c2ccc(C(=O)O)cc12 in TGFb inhibitor: -2%
# CCn1c(C)nc2cc(-c3nc4n(n3)Cc3ccccc3-4)ccc21 in TGFb inhibitor: -11%
# COCc1ccc(C(=O)NCC2(N3CCCCC3)CCCCC2)cc1 in HepG2 viability: -21%
# COc1ccc(C(=O)Nc2ccccn2)cc1 in HepG2 viability: 7%
# NC(=O)CCc1nc2cc(C(F)(F)F)ccc2n(Cc2ccccc2)c1=O in A549 tox: -2%

# Only part of the results is shown, so the mix of outcomes need not match the whole.
